Compound activity as filed in PubChem BioAssay.
AHR activator: activates the human aryl hydrocarbon receptor | AHR-responsive luciferase reporter cells, luminescence | P35869 | 320,000 tested, 2.5% active | activation, % at 5 µM; in the data active means activation above about 47%;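 further: 0% = vehicle wells and 100% = reference agonist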
Target sequence (P35869 whole entry, looked up): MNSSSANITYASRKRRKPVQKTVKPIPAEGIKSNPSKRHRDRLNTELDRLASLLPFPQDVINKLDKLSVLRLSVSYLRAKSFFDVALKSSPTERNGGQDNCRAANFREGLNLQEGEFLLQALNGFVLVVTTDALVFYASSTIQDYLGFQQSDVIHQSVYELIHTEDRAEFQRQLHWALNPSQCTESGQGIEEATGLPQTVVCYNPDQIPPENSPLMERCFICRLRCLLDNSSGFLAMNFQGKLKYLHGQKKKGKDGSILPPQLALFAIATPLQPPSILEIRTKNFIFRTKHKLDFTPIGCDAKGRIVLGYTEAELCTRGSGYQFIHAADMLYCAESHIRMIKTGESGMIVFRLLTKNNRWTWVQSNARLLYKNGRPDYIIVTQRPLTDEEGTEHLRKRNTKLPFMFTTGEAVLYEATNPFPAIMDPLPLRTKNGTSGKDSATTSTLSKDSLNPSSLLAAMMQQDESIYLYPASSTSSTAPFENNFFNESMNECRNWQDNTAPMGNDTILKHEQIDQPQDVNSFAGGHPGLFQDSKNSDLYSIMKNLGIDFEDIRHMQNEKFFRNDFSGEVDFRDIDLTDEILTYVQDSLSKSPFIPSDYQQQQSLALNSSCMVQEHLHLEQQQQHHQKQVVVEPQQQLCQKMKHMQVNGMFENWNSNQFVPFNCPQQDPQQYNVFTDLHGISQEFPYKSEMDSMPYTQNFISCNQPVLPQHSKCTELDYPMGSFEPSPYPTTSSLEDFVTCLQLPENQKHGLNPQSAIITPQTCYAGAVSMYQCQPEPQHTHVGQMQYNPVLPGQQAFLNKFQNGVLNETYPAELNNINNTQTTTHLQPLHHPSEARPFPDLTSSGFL
procasp7 counter: activates human procaspase-7, counter-screen for procaspase-3 activators; P55210; recombinant procaspase-7, Ac-DEVD-pNA absorbance 405 nm; D23A/D198A/D206A triple mutant, cannot self-cleave; scale: DMSO 0, 5 µM enzyme 100; activation, % at 8.5 µM; 330,000 tested, 0.093% active; AID 463210;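 active means percent activation above the screen-wide mean plus 3 SD, cut at about 25% in these data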
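Assay system – Uncleavable procaspase-7 mutant enzyme · Quantity – 2 µM procaspase-7 mutant as dispensed · Times – 1 h preincubation, 2 h reaction · Dosing – single nominal 8.5 µM compound dose, 0.8% DMSO final · Buffer or medium – Zinc-free 50 mM HEPES buffer, pH 7.4, with NaCl and Triton X-100 · Detection – Epi-absorbance of released pNA at 405 nm, two timepoints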
LAP4 TOR yeast: yeast TOR pathway LAP4-GFP modulation. S. cerevisiae LAP4-GFP multiplex, flow cytometry GFP, 3 h; median GFP as percent of DMSO wells. 320,000 tested, 0.34% active. GFP response vs DMSO, % at 10 µM;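 active means GFP response vs DMSO above a set limit, about the screen mean plus 3 SD, cut at about 150% in these data; inconclusive means under 70 cell events counted for the yeast strain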
procasp3 activ: procaspase-3 (human) activation; recombinant procaspase-3 D3A, Ac-DEVD-pNA absorbance 405 nm; activation, % at 8.5 µM; 330,000 tested, 0.11% active; P42574;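 active means activation above the mean of all tested compounds plus 3 SD, cut at about 21% in these data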;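 further: 0% = DMSO alone and 100% = DMSO wells spiked with extra 5 µM PC-3 D3A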
Target sequence (P42574 whole entry D9A/D28A/D175A): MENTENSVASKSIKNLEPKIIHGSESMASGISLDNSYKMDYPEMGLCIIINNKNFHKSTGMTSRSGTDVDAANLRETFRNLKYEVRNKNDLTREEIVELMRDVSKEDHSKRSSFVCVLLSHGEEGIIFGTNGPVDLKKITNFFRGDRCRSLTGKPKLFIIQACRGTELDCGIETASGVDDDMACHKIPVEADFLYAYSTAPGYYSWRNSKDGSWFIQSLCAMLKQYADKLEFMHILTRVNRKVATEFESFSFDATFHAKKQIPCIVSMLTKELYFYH
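Assay system: Autoprocessing-dead procaspase-3 D3A mutant enzyme; also added: Ac-DEVD-pNA; doses: one concentration, 8.5 µM nominal, 0.8% DMSO; times: 1 h compound preincubation, 2 h substrate hydrolysis at 25 °C; technique: 405 nm absorbance of p-nitroaniline, reads at 0 and 120 min; measure: % activation between DMSO and enzyme-spiked controls; repeats: single replicate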
MEP2 TOR yeast: alters MEP2-GFP fluorescence in TOR pathway yeast screen; S. cerevisiae MEP2-GFP strain, flow cytometry GFP, 3 h; 100% = DMSO control level; GFP response vs DMSO, % at 10 µM; 330,000 tested, 0.51% active; AID 2016;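 active means GFP response versus DMSO above a set limit, roughly screen mean plus 3 SD, cut at about 180% in these data; inconclusive means fewer than 70 cells counted for a yeast strain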;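 further: median GFP fluorescence of the barcode-gated MEP2-GFP cells per well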
JMJD2C inh: human JMJD2C demethylase inhibition | GST-JMJD2C(1-420) H3K9me3 demethylation, DELFIA europium | 330,000 tested, 0.069% active | AID 2099 | inhibition, % at 2.35 µM | Q9H3R0;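 active means more than half of a compound's replicate wells show inhibition beyond 50%, single wells judged on their own value; inconclusive means some, but no more than half, of replicates pass 50% inhibition; inactive means no replicate passes 50% inhibition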;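 further: signal counts dimethyl H3K9 product captured on neutravidin plate; 0% = median of DMSO wells and 100% = 0.3 times that DMSO median; strong numbers were not always called active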
CR mimetic SO: yeast age-related superoxide inhibition as caloric restriction mimetic | S. cerevisiae aged cells, superoxide DHE fluorescence; stronger effect = lower value | superoxide response (% of plate mean), % at 10 µM | 330,000 tested, 0.18% active;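 active means superoxide response under a set limit, about three screen SD below normal, cut at about 65% in these data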;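 further: yeast aged for seven days with compound at 30 °C before DHE staining; 100% = average MFI of all compound-treated wells on the plate with controls excluded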
RPL19A-GFP yeast: alters RPL19A-GFP fluorescence in TOR pathway yeast screen; S. cerevisiae RPL19A-GFP strain, flow cytometry, 3 h; stronger effect = lower value; 330,000 tested, 0.3% active; percent response vs DMSO, % at 10 µM;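 active means percent response vs DMSO below 50%; inconclusive means fewer than 70 events counted for the yeast strain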;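 further: median channel GFP fluorescence of the barcoded RPL19A-GFP strain; ratio of sample median GFP to plate DMSO average so 100% = DMSO; lower means less RPL19A-GFP as with rapamycin TOR inhibition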
* hit, by the source's call; ? = inconclusive; . = not tested or not shown; [ ] = remark or other dose. Not a hit list (roughly 3.8% active in at least one column).

SMILES | AHR activator | procasp7 counter | LAP4 TOR yeast | procasp3 activ | MEP2 TOR yeast | JMJD2C inh | CR mimetic SO | RPL19A-GFP yeast
Cn1ccnc1C(O)c1cccc(OCc2ccccc2)c1 (stereo unspecified) | 0 | -4 | 89 | 3 | 104 | 4 | 94 | 96
COC(=O)C1=C(C)OC(N)=C(C#N)C1c1cc2cc(C)ccc2nc1Cl (stereo unspecified) | -1 | -1 | 100 | -1 | 98 | -21 | 99 | 96
CC(C)CCn1nnnc1C(C(C)C)N1CCC(C(N)=O)CC1 (stereo unspecified) | -3 | 0 | 104 | -3 | 104 | 0 | 103 | 99
CCOc1ccc(-n2c(C)cc(/C=N/Nc3nc(C)cc(=O)[nH]3)c2C)cc1 | 2 | -5 | 96 | 9 | 90 | 3 | 101 | 96
Cn1cc(CCNC(=O)c2ccc3nc(Cc4ccccc4F)oc3c2)cn1 | 8 | 14 | 107 | 11 | 105 | -16 | 92 | 111
C/C=C\C=C/C(=O)Nc1cccc(C2=NOC3(C2)C[C@H](C(N)=O)N(C(=O)CC)C3)c1 (stereo partly specified) | 0 | 3 | 107 | -9 | 89 | 4 | 98 | 101
O=C1CCC(C(=O)Nc2cccc(S(=O)(=O)Nc3ccccc3F)c2)=NN1 | 0 | -19 | 107 | -23 | 97 | -1 | 104 | 95
CC(C)(O)[C@H]1Cc2cc3ccc(=O)oc3cc2O1 | 0 | 4 | 56[may fluoresce violet] | 9 | 152[may fluoresce violet] | -21 | 103 | 60[may fluoresce violet]
Nc1nnc(SCc2c(F)cccc2Cl)s1 | -4 | 10 | 109 | 4 | 102 | 28 | 98 | 97
Cc1ccc(C)c(OCCC(=O)NCCc2ccc(Cl)cc2)c1 | -5 | 7 | 106 | -6 | 90 | -13 | 105 | 95
CCCc1nc(SCC(=O)Nc2nnc(CC)s2)c2c(=O)n(C)c(=O)n(C)c2n1 | -1 | -1 | 109 | 8 | 104 | 5 | 112 | 101
CCOC(=O)C[C@H]1c2ccccc2S(=O)(=O)N1C1CC1 | 2 | -1 | 105 | -6 | 94 | -4 | 99 | 105
O=C(CSCc1ccccn1)Nc1ccccc1 | 1 | 12 | 109 | 6 | 101 | -24 | 97 | 103
CCC(C)NC(=O)CCCCCn1c(=O)[nH]c2cc(OC)c(OC)cc2c1=O (stereo unspecified) | 1 | -1 | 117 | 8 | 102 | 3 | 107 | 106
CN(C)S(=O)(=O)N1CCN(C(=O)c2cccc(Br)c2)CC1 | 16 | 6 | 96 | 3 | 102 | 5 | 89 | 100
CCOc1ccc(OCC)c(NC(=O)C2CCCN(S(=O)(=O)c3c(C)noc3C)C2)c1 (stereo unspecified) | 3 | 4 | 86 | 4 | 93 | -10 | 92 | 97
S=c1nc2ccccc2c2nc(-c3ccccc3Br)[nH]n12 | 123* | 8 | 96 | -2 | 106 | ? | 79 | 102
O=C1CC(=C2c3ccccc3-c3ccccc32)C(=O)N1CCCCN1CCN(c2ccccc2)CC1 | 3 | 6 | 105 | 0 | 94 | 52 | 15* | 99
O=C(Nc1ccccc1Br)C(=O)N1CCCC1 | -14 | 2 | 101 | 0 | 104 | -10 | 95 | 102
CC(C)(C)c1cc(C(=O)N2CCN(c3ncccn3)CC2)ccn1 | 0 | 7 | 108 | -2 | 99 | -6 | 118 | 102
CN(CC(=O)Nc1ccccc1C(F)(F)F)C(=O)c1cc2c(s1)CCCCC2 | -2 | 1 | 95 | -1 | 99 | -4 | 122 | 92
Cc1cccc(N=C2NN=C(c3c[nH]c4ccccc34)CS2)c1 | 99* | -20 | 93 | -7 | 105 | -1 | 97 | 105
CCN(CC)CCSc1nnc2c3cc(C)ccc3n(Cc3ccccc3)c2n1 | 3 | -2 | 99 | -10 | 97 | -10 | 93 | 93
CC(=O)Nc1nonc1-c1nc2ccccc2n1Cc1ccccc1 | 4 | 2 | 97 | 2 | 100 | 4 | 100 | 99
Cn1cnnc1SCC(=O)c1ccc2c(c1)OCO2 | 15 | -9 | 108 | 5 | 112 | -2 | 101 | 97
CCCCn1c(SCn2nnc3ccccc3c2=O)nc2cc(S(N)(=O)=O)ccc21 | 1 | -6 | 92 | -10 | 89 | 3 | 103 | 89
c1ccc(Cn2nnc3c(NCC4CCCO4)ncnc32)cc1 (stereo unspecified) | 3 | 10 | 99 | 2 | 107 | -8 | 102 | 95
N#Cc1ccc(OCC(=O)NCC2COc3ccccc3O2)cc1 (stereo unspecified) | 0 | -4 | 98 | 0 | 99 | 6 | 100 | 97
O=C(CSc1n[nH]c(-c2cccnc2)n1)Nc1ccnc2ccccc12 | 8 | 1 | 95 | 3 | 102 | -4 | 94 | 96
CC(=O)c1ccc(NC(=O)/C(=C\c2ccccc2)NC(=O)/C=C/c2ccccc2)cc1 | 2 | 2 | 94 | 10 | 98 | 14 | 97 | 98
Cc1cc(Cl)c2oc(C(=O)NCCC3CCCCO3)c(C)c2c1 (stereo unspecified) | 19 | 11 | 103 | 2 | 106 | 1 | 96 | 100
COc1ccc(NC(=O)c2oc3ccccc3c2NC(=O)C(C)(C)C)cc1 | -4 | -23 | 100 | 8 | 104 | 2 | 100 | 104
Cn1c(-c2ccccc2)c(CCO)c2ccccc21 | 9 | -13 | 114 | 8 | 101 | 4 | 110 | 98
NNC(=O)c1ccc(CSc2nc3ccccc3[nH]2)cc1 | 3 | -1 | 122[may fluoresce violet] | 6 | 92[may fluoresce violet] | -2 | 104 | 45*[may fluoresce violet]
CC(=O)c1cccc(N2C(=O)CC(N3CCN(S(=O)(=O)c4ccccc4F)CC3)C2=O)c1 (stereo unspecified) | -1 | 12 | 98 | -11 | 95 | 1 | 84 | 91
CCCCOC(=O)Nc1ccc(C(C)C)cc1 | 4 | 10 | 110 | 0 | 101 | -10 | 91 | 101

Not a retest: entries from further up.
SMILES | AHR activator | procasp7 counter | LAP4 TOR yeast | procasp3 activ | MEP2 TOR yeast | JMJD2C inh | CR mimetic SO | RPL19A-GFP yeast
NNC(=O)c1ccc(CSc2nc3ccccc3[nH]2)cc1 | 3 | -1 | 122[may fluoresce violet] | 6 | 92[may fluoresce violet] | -2 | 104 | 45*[may fluoresce violet]
CC(=O)c1cccc(N2C(=O)CC(N3CCN(S(=O)(=O)c4ccccc4F)CC3)C2=O)c1 (stereo unspecified) | -1 | 12 | 98 | -11 | 95 | 1 | 84 | 91
CCCCOC(=O)Nc1ccc(C(C)C)cc1 | 4 | 10 | 110 | 0 | 101 | -10 | 91 | 101

Next part.
SMILES | AHR activator | procasp7 counter | LAP4 TOR yeast | procasp3 activ | MEP2 TOR yeast | JMJD2C inh | CR mimetic SO | RPL19A-GFP yeast
Cc1cc(C)n(C(C)Sc2ccccc2)n1 (stereo unspecified) | 0 | 9 | 100 | 1 | 108 | -10 | 107 | 101
COc1ccc(C(=O)N2CCN(Cc3ccc(OC)c(OC)c3)CC2)cc1 | 0 | -4 | 94 | -2 | 108 | -15 | 103 | 104
Cc1cc(NC(=O)c2cc(C(C)(C)C)oc2C)no1 | 1 | 14 | 112 | 2 | 98 | 0 | 92 | 98
CC1(C)Cc2c(sc(NC(=O)COc3cccc4ccccc34)c2C#N)C(C)(C)N1 | 9 | 0 | 109 | 2 | 101 | 10 | 96 | 104
O=C(c1cc([N+](=O)[O-])ccc1N1CCCC1)N1CCCCC1 | -1 | -9 | 104 | -1 | 101 | -9 | 104 | 110
Cc1ccc(C)c(NC(=S)NCCCN2CCOCC2)c1 | 0 | 4 | 96 | 6 | 97 | -25 | 104 | 87
O=C(c1cccc([N+](=O)[O-])c1)N1CCN(S(=O)(=O)N2CCCCC2)CC1 | 4 | 10 | 114 | 20 | 90 | -2 | 109 | 101
COc1ccc(CNC(=O)CCSCc2cccc(Cl)c2)cc1 | -3 | -2 | 93 | -4 | 101 | -3 | 105 | 100
CCOc1ccccc1C(=O)NCC(=O)O | 0 | -5 | 101 | 7 | 109 | -6 | 99 | 94
NC(=O)NC(=O)COC(=O)c1cccc(NS(=O)(=O)/C=C/c2ccccc2)c1 | -2 | -3 | 101 | -1 | 96 | 1 | 73 | 92
CC(C)(C)C(=O)NC1(C(F)(F)F)NC(=O)N(CCc2ccccc2)C1=O (stereo unspecified) | 3 | 15 | 95 | 2 | 104 | -6 | 104 | 107
CC(C)[C@H](NC(=O)c1ccccc1)C(=O)N1CCc2ccccc21 | 2 | 7 | 84 | 10 | 104 | 1 | 104 | 107
CCc1ccc(N2C(=O)C(Cl)=C(N3CCCCCC3)C2=O)cc1 | . | . | 90 | . | 101 | 2 | 103 | 101
Cc1cc(C)n(-c2nc3sc4c(c3c(=O)[nH]2)CCCC4)n1 | 0 | -6 | 126 | -2 | 110 | 11 | 91 | 100
O=C(NNC(=O)c1ccccc1O)c1ccc(NS(=O)(=O)c2ccc(F)c(F)c2)cc1 | 14 | -8 | 105 | 5 | 99 | -8 | 74 | 97
CN(C)c1cccc(C(=O)OCC(=O)NC(=O)NCc2ccccc2)c1 | -1 | 3 | 131 | 12 | 120 | 0 | 112 | 114
CNC(=O)c1ccc2c(c1)nnn2C | -2 | 11 | 96 | 1 | 102 | -2 | 94 | 100
Cc1cc(Nc2ccccc2)nc(N)n1 | 7 | 3 | 103 | 5 | 102 | 4 | 92 | 100
N#C/C(=C\c1ccc2c(c1)OCCO2)C(=O)Nc1nccs1 | 3 | -2 | 93 | 7 | 98 | 6 | 108 | 106
Cc1ccc(C)c(N2CCN(C(=O)COc3cc(=O)n(C)c4ccccc34)CC2)c1 | 38 | 12 | 98 | 0 | 98 | -4 | 104 | 98
COc1ccc(-c2noc(CCC(=O)NCCN3CCN(c4ccccc4F)CC3)n2)cc1 | -1 | 9 | 100 | -3 | 96 | -3 | 96 | 100
O=[N+]([O-])c1ccc(C=Nc2ccc(Cl)cc2Cl)s1 | 1 | -10 | 121 | 6 | 110 | 0 | 133 | .
CCOC(=O)C(=O)NNc1ccccc1OC | -2 | 1 | 103 | -3 | 94 | -4 | 107 | 94
CCOC(=O)C1CCN(C(=O)COc2ccc(S(=O)(=O)N3CCCC3)cc2C)CC1 | -1 | 0 | 95 | 3 | 100 | -13 | 100 | 98
CN(C)S(=O)(=O)c1cccc(C(=O)Nc2ccc(Cl)cn2)c1 | 39 | 2 | 107 | 10 | 98 | -6 | 100 | 101
C=CCNC(=O)c1ccc(C(=O)c2ccccc2)cc1 | -3 | 9 | 107 | -6 | 108 | 0 | 94 | 99
CN(C)/C=C(\C#N)C(=O)Nc1ccc(F)c(Cl)c1 | 19 | 4 | 99 | 12 | 101 | 2 | 110 | 98
CC(Oc1ccc(F)cc1)C(O)CCN(C)C (stereo unspecified) | 1 | -4 | 89 | 4 | 85 | -10 | 109 | 94
C/C(CCC(C)C)=N\NS(=O)(=O)c1ccc(C)c([N+](=O)[O-])c1 | 1 | 4 | 105 | 11 | 102 | 12 | 78 | 99
CCCn1nc2cc(C(=O)NC3CCc4ccccc43)ccc2c1OCC (stereo unspecified) | 19 | 2 | . | 6 | . | -9 | . | .
